SIRT5 inh: SIRT5 desuccinylase inhibitors, primary screen, biochemical, fluorescence imaging, single point, set 5; NAD-dependent protein deacylase sirtuin-5, mitochondrial (Homo sapiens), Q9NXA8; inhibition, % at 15 µM; Purified SirT5, succinyl-peptide AMC, trypsin-coupled fluorescence; AID 652115, 2013; actives 1.1% (n = 330,000); in the data active = inhibition above about 15%; inconclusive = no clear call, values can overlap the other calls
Target sequence (Q9NXA8 whole entry, looked up): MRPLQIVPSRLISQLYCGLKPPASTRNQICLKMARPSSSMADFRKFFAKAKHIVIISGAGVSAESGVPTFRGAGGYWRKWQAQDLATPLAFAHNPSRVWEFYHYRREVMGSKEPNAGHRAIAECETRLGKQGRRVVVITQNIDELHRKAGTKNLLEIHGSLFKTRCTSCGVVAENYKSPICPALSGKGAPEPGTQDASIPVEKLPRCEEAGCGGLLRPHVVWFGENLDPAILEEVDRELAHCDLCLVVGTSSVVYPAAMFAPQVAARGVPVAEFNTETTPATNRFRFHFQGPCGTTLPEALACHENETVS
esBAF inh: Bmi1 luciferase reporter increase in mESCs, primary screen, esBAF inhibitor project, mouse ES cells, Bmi1 luciferase knock-in, single point; reporter increase, % at 12.5 µM; AID 602393, 2012; actives 2% (n = 350,000); 24 h; 100% = twice the neutral-well signal; in the data active = activation above about 40%; inconclusive = no clear call, values can overlap the other calls;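 also: 0% = median of the plate's neutral control wells and 100% = double that signal; a rise in the Bmi1 reporter signal indicates esBAF inhibition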
C2C12 statin: suppressors of statin myotoxicity in C2C12 myotubes, primary screen, cell-based, single point, plate reader | C2C12 myotubes + simvastatin, ATP luminescence, 48 h; scaled: DMSO 0, geranylgeraniol control 100 | rescue of ATP level, % at 7.49 µM | actives 0.78% (n = 330,000);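 active = mean ATP rescue above about 67%, or every replicate alone reaching that limit, limit read from the data, passing the limit was not always enough; inconclusive = no clear call, values can overlap the other calls; inactive = mean under the limit and some replicate under it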;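 also: myotubes were challenged with 10 µM simvastatin during compound exposure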
Cneo AK release: Cryptococcus neoformans cell lysis inducers, primary screen, AK release luminescence, single concentration | C. neoformans lysis, adenylate kinase release luminescence, 4 h; normalised: neutral wells 0, clomiphene wells 100 | lysis activity, % at 15 µM | actives 0.2% (n = 360,000) | AID 651654, 2012;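 active = mean lysis activity across replicates of at least 80%, whatever share of replicates individually reach that level; inactive = mean lysis activity below 80%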
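Assay system: Cryptococcus neoformans yeast cells / Dosing: single-point compound dose / Timing: 4 h at 37 °C static, read 1 h later / Measured by: luminescence of released adenylate kinase using an AK detection reagent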
ERp5 block: inhibitors of ERp5-driven insulin aggregation, primary screen, biochemical, turbidity, absorbance 650 nm, single point; 90 min; inhibition, % at 9.99 µM; actives 0.05% (n = 350,000);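 active = mean replicate inhibition above about 25%, with every replicate also reaching it, limit read from the data, passing the limit was not always enough; inconclusive = only one of those two criteria met; inactive = neither criterion met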
Target sequence (Q15084 whole entry, looked up): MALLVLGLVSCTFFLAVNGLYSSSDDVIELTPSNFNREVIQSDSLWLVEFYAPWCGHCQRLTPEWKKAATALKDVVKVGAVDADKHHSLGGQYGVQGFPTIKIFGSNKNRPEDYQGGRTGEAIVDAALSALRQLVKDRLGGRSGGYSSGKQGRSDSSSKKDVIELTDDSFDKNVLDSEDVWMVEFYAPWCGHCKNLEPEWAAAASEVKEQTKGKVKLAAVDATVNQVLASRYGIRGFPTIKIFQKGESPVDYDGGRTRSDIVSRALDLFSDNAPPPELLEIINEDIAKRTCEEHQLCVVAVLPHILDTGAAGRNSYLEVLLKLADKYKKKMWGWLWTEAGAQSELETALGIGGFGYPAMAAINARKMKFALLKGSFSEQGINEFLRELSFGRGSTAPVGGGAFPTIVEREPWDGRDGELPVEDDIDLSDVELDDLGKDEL
ARNT-TACC3 inh: disruptors of ARNT/TACC3 protein interaction, primary screen, biochemical, AlphaScreen, single concentration | Transforming acidic coiled-coil-containing protein 3 (Homo sapiens), Q9Y6A5 | AlphaScreen His-ARNT PAS-B/GST-TACC3 binding, luminescence; TACC3 fragment carries E629A point mutation | inhibition, % at 9.99 µM | actives 0.66% (n = 390,000) | AID 623870, 2012;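 active = mean inhibition of replicates at least 50% and at least half of replicates each reaching 50%; inconclusive = half or more replicates reach 50% but mean below 50%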;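 also: 0% = complete ARNT plus TACC3 wells and 100% = ARNT alone without TACC3; many hits fall short of the cut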
miR-122 sensor: miR-122 Renilla sensor signal increase in Huh7, primary screen, miR-122 inhibitor project, cell-based, single point, plate reader | Huh7 miR-122 Renilla luciferase sensor, 48 h; neutral wells = 0, positive control = 100 | actives 0.3% (n = 340,000) | activation (reporter increase), % at 12.5 µM | AID 602342, 2012;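 active = mean replicate activation score at least 90 and every replicate individually at or above 90; inconclusive = only one of the two criteria met; inactive = neither criterion met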;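 also: higher luciferase means less miR-122 activity so hits act as miR-122 inhibitors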
* hit, by the source's call; ? = inconclusive; · = no result given; [ ] = another dose, or the depositor's remark. Rows were taken by chance; any-hit rate near 4%.

entry | SMILES | miR-122 sensor | ERp5 block | Cneo AK release | esBAF inh | C2C12 statin | SIRT5 inh | ARNT-TACC3 inh
1 | CN(C1CCS(=O)(=O)C1)S(=O)(=O)c1cccs1 (stereo not drawn) | · | 7 | 2 | 1 | -8 | -3 | 6
2 | C[C@@H]1CCCCO[C@H](CN(C)C(=O)Nc2ccc(C(F)(F)F)cc2)[C@@H](C)CN([C@H](C)CO)C(=O)c2cc(NS(=O)(=O)c3cn(C)cn3)ccc2O1 | 7[16.7 µM] | 0 | -1 | -4 | · | -1 | -14
3 | CO[C@H]1CN(C)C(=O)c2cc(NC(C)=O)ccc2OC[C@@H](C)N(Cc2cncnc2)C[C@H]1C | 7[16.7 µM] | 5 | 1 | -1 | -20 | -1 | -11
4 | Cc1ccccc1NC(=O)N1CCC(NC(=O)C2CCCCC2)CC1 | -2 | -4 | -7 | -5 | 27 | 1 | 2
5 | CC(NC(=O)c1cc([N+](=O)[O-])cc([N+](=O)[O-])c1)C1CC2CCC1C2 (stereo not drawn) | · | 0 | 3 | -6 | 2 | 2 | 6
6 | O=C(CN1C(=O)NC2(CCCCCC2)C1=O)c1ccccc1 | -2 | 0 | -1 | -12 | -12 | -3 | -1
7 | CC(C)n1c(CSCc2ccc(Cl)cc2Cl)n[nH]c1=S | · | 2 | · | · | · | -1 | -30
8 | Cc1[nH]c2ccccc2c1C(=O)C(=O)N1CCCc2ccccc21 | · | -1 | · | · | · | 1 | 6
9 | CCS(=O)(=O)N[C@H]1CC[C@@H](CC(=O)NCc2ccc(Cl)cc2)O[C@@H]1CO | · | 5 | 1 | -5 | 0 | 4 | -4
10 | CN1c2ccc(-c3cccc(F)c3)cc2[C@H]2[C@H](CCN2S(=O)(=O)c2cccc(F)c2)[C@@H]1CO | -4[16.7 µM] | 3 | -2 | -1 | -16 | 3 | -1
11 | CC(=O)Oc1ccc(/C=C2/C(=O)N(c3ccccc3)N=C2C)cc1 | -2 | 9 | 2 | -4 | -7 | 3 | 18
12 | CC(=O)Nc1nnc(SCC(=O)N2CCc3ccccc32)s1 | · | 2 | 7 | -1 | -4 | -15 | ·
13 | COc1ccc(C)cc1S(=O)(=O)NC1CC1 | 3 | 0 | 1 | -6 | -8 | 0 | 2
14 | O=[N+]([O-])c1ccccc1CN1CCN(S(=O)(=O)Cc2ccccc2)CC1 | -1 | 6 | 0 | · | · | -4 | 0
15 | CSc1ccc(C(=O)N2CCC(CCC(=O)NC3CC3)CC2)cc1 | 5 | 8 | 0 | -1 | 0 | -2 | -1
16 | O=C(NNC(=S)Nc1ccccc1C(F)(F)F)C1CC1 | -2 | 0 | 1 | · | · | -2 | -1
17 | CO[C@H]1CN(C)C(=O)c2cc(NC(=O)c3cc(C)on3)ccc2OC[C@H](C)N(CC2CC2)C[C@H]1C | · | 0 | -1 | -6 | -10 | 0 | -3
18 | CN1C(=O)c2cc(NS(C)(=O)=O)ccc2OC[C@H]2O[C@@H](CC(=O)NC3CCCCC3)CC[C@H]21 | · | 0 | -2 | -2 | -6 | -2 | -4
19 | CCCCNC(=S)Nc1ccccc1Cc1ccccc1 | 24 | -5 | 7 | -6 | 19 | 1 | 4
20 | Cc1ccc2nc(N3CCN(C)CC3)c(C=O)c(=O)n2c1 | -9 | -1 | 2 | 6 | 14 | 2 | -3
21 | COc1ccc(C(CCN2CCCC2)c2c(OC)cc(OC)c3c(-c4ccccc4)cc(=O)oc23)cc1 (stereo not drawn) | · | 0 | 0 | 8 | -85 | · | 15
22 | CCNC(=S)NCc1ccc(Cl)cc1 | -7 | -8 | 14 | · | · | -4 | ·
23 | COC(=O)c1sc2nc(C)nc(SCC(=O)C(C)(C)C)c2c1C | · | 3 | · | · | · | -3 | -2
24 | CCCOc1ccc(F)cc1-c1cc(C(=O)NCc2cccc(Cl)c2)[nH]n1 | -3 | -1 | -1 | -4 | 1 | -1 | ·
25 | COc1cccc(-c2sc3cc(OC)c(OC)cc3c2-c2ccc(OCCN3CCCCC3)cc2)c1 | 1 | · | 20 | -12 | -19 | · | 10

Filtered by structure: the entries above with a CF3 group.
entry | SMILES | miR-122 sensor | ERp5 block | Cneo AK release | esBAF inh | C2C12 statin | SIRT5 inh | ARNT-TACC3 inh
2 | C[C@@H]1CCCCO[C@H](CN(C)C(=O)Nc2ccc(C(F)(F)F)cc2)[C@@H](C)CN([C@H](C)CO)C(=O)c2cc(NS(=O)(=O)c3cn(C)cn3)ccc2O1 | 7[16.7 µM] | 0 | -1 | -4 | · | -1 | -14
16 | O=C(NNC(=S)Nc1ccccc1C(F)(F)F)C1CC1 | -2 | 0 | 1 | · | · | -2 | -1

Continuation:
entry | SMILES | miR-122 sensor | ERp5 block | Cneo AK release | esBAF inh | C2C12 statin | SIRT5 inh | ARNT-TACC3 inh
26 | CC(=O)Cc1nsc(Nc2cccc(C)c2)n1 | -3 | 5 | 4 | 21 | 5 | -8 | 0
27 | Cc1ccc(OCCN2CCC2(C)C(=O)NCc2cccc3ccccc23)cc1 (stereo not drawn) | 5 | 4 | 1 | -8 | 9 | -2 | ·
28 | COc1ccc(C(=O)N/C(=C\c2ccc(-c3cccc([N+](=O)[O-])c3)o2)C(=O)NCCCN2CCOCC2)cc1 | -11 | 3 | 0 | 2 | -18 | · | ·
29 | O=C(C[C@H]1C[C@@H]2c3cc(NS(=O)(=O)c4ccccc4)ccc3O[C@@H]2[C@@H](CO)O1)N1CCCCC1 | -1[16.7 µM] | -8 | -59 | 2 | 0 | 10 | -2
30 | CN(C)C(=O)C[C@@H]1C=C[C@@H](NC(=O)NC2CCCC2)[C@@H](CO)O1 | · | -2 | 1 | -1 | 6 | -2 | 0
31 | COCC#Cc1ccc([C@H]2[C@H](CO)N3CCCCN(Cc4cncnc4)C[C@@H]23)cc1 | -2[16.7 µM] | -4 | -2 | · | · | -2 | 6
32 | Cc1ccc(N2NC(=O)/C(=C/C=C/c3ccco3)C2=O)cc1C | · | -3 | · | · | · | 2 | -7
33 | Cc1ccc(C(=O)N2CCC(C(=O)NCc3cccnc3)CC2)cc1 | 5 | · | 0 | -3 | -14 | · | 2
34 | Cc1ccc(S(=O)(=O)CCSc2nccn2C)cc1 | · | 8 | · | · | · | -1 | -1
35 | O=C(C1=COCCO1)N1CCN(S(=O)(=O)c2cccc(Cl)c2Cl)CC1 | -5 | · | · | 6 | · | · | -3
36 | Cc1ccc(C2=C/C(=C/c3cccs3)C(=O)O2)cc1 | 9 | · | -2 | · | · | · | -1
37 | O=[N+]([O-])c1cccc(-c2nnc(CNC3CC3)o2)c1 | · | 2 | · | · | · | -2 | -8
38 | COCCCNC(=S)N1CCCC(c2nc3cc(C)c(C)cc3[nH]2)C1 (stereo not drawn) | 1 | ? | · | · | · | 3 | 3
39 | CNC[C@@H]1Oc2ccc(NS(=O)(=O)c3ccc(C)cc3)cc2CC(=O)N([C@@H](C)CO)C[C@H]1C | -1[16.7 µM] | -1 | 1 | 0 | 13 | -5 | -2
40 | S=C(Nc1ccccc1)Nc1ccccc1-n1cccc1 | 1 | 2 | 11 | 3 | 17 | 0 | ·
41 | Cc1ccccc1-c1nnn(CC(=O)Nc2ccc3c(c2)OCO3)n1 | 14 | 10 | · | · | · | -4 | -7
42 | COc1ccc(C(NC(C)=O)c2ccc3cccnc3c2O)c(OC)c1 (stereo not drawn) | -16 | · | 4 | -55 | 22 | · | 64*
43 | COc1cccc(Nc2ncc(C(=O)O)c3ccccc23)c1 | 2 | · | -2 | 2 | 1 | · | -3
44 | C[C@H](CO)N1C[C@H](C)[C@@H](CN(C)C(=O)CCCN(C)C)OCCCC[C@H](C)Oc2ccc(NC(=O)NC3CCCCC3)cc2C1=O | 6[16.7 µM] | 0 | 1 | 2 | · | -4 | -11
45 | O=C(c1cc(COc2ccc(F)cc2Cl)on1)N1CCN(C2CCCC2)CC1 | 2 | 2 | -5 | 5 | 2 | -1 | -1
46 | CSc1nc(-c2ccco2)nn1C(=O)Cc1ccccc1 | -11 | · | -1 | 3 | 1 | · | -10
47 | COC(CNc1nc(SC)nc2sc3c(c12)CCN(C)C3)OC | · | 5 | 0 | -1 | -3 | -7 | -9
48 | CCOc1ccc2nc(SCC(=O)N(CCOC)c3c(N)n(Cc4ccccc4)c(=O)[nH]c3=O)[nH]c2c1 | · | 4 | · | · | · | -1 | -1
49 | N#Cc1cccc(-c2ccc([C@@H]3[C@H]4CN(C(=O)Nc5cccc(F)c5)CCCCN4[C@H]3CO)cc2)c1 | -2[16.7 µM] | -2 | 1 | -3 | -102 | 0 | -7
50 | C/C=C/c1ccc([C@@H]2[C@@H](CNC(=O)C3CCC3)N(C(=O)NCCC)[C@H]2CO)cc1 | 71[16.7 µM] | · | 103* | 0 | 21 | · | -1
51 | Cc1cc(C(F)(F)F)cc(NNC(=O)NC(=O)c2ccccc2Cl)n1 | 6 | 2 | 3 | · | · | -3 | ·
52 | COc1ccc(NC(=O)NCCC2=CCCCC2)cc1 | · | 4 | · | · | · | -5 | -16
53 | CCOC(=O)c1c(CN2CCCCC2)n(C)c2cc(Br)c(O)c(CN(C)C)c12 | -2 | · | -3 | -5 | -12 | · | 3
54 | O=c1c2c(O)cc(O)cc2oc2c(O)ccc(O[C@H]3O[C@@H](CO)[C@H](O)[C@@H](O)[C@@H]3O)c12 | · | 0 | -5 | 7 | 2 | 5 | -14
55 | CCC(=O)c1ccccc1OCCCN1C(=O)NC(C)(C)C1=O | 0 | · | 3 | -3 | -22 | · | 15
56 | COc1cc(CNC2CCCCCCC2)cc(Br)c1OCC#N | · | -2 | · | · | · | 0 | -10
57 | COc1cccc(S(=O)(=O)N2C[C@@H](O)COC[C@@H]3O[C@@H](CC(=O)Nc4ccccc4)CC[C@H]32)c1 | -3[16.7 µM] | 1 | 4 | -3 | 5 | -1 | -3
58 | Cc1nc(SCc2ccc([N+](=O)[O-])cc2)nc2ccccc12 | · | · | 2 | 2 | 8 | · | -13
59 | C[C@@H]1CN([C@H](C)CO)S(=O)(=O)c2ccc(C#CC3CC3)cc2O[C@H]1CN(C)Cc1ccccc1 | 40[16.7 µM] | 5 | 57 | -7 | -83 | -1 | 2
60 | CC(C)NC(=O)Nc1ccc2c(c1)C(=O)N([C@@H](C)CO)C[C@@H](C)[C@@H](CN(C)Cc1ccc(C(F)(F)F)cc1)OCCCC[C@@H](C)O2 | -7[16.7 µM] | -2 | 7 | -3 | · | 4 | 7
61 | O=S(=O)(NCc1ccccc1F)c1cccc(S(=O)(=O)N2CCOCC2)c1 | 20 | 5 | · | -4 | 10 | -4 | 7
62 | CCN(CC)CCNc1c(C)cc(CO)c(Cl)c1C | -9 | 1 | 0 | -7 | -5 | -2 | ·
63 | O=C(Nc1ccccc1N1CCOCC1)c1ccccc1NS(=O)(=O)c1ccc(F)cc1 | 5 | · | 3 | -9 | -1 | · | -8
64 | CC(=O)Nc1ccc(C(=O)NCC(=O)OCc2c(F)cccc2Cl)cc1 | · | 1 | · | · | · | -6 | -1

Record cards, as listed above. Screens in order: miR-122 sensor | ERp5 block | Cneo AK release | esBAF inh | C2C12 statin | SIRT5 inh | ARNT-TACC3 inh
Cc1cc(C(F)(F)F)cc(NNC(=O)NC(=O)c2ccccc2Cl)n1 in the list: 6 | 2 | 3 | · | · | -3 | ·
Cc1ccc(C(=O)N2CCC(C(=O)NCc3cccnc3)CC2)cc1 in the list: 5 | · | 0 | -3 | -14 | · | 2
COc1cccc(S(=O)(=O)N2C[C@@H](O)COC[C@@H]3O[C@@H](CC(=O)Nc4ccccc4)CC[C@H]32)c1 in the list: -3[16.7 µM] | 1 | 4 | -3 | 5 | -1 | -3

Screens deposited in PubChem by Broad Institute.
